S1P4 antagonist: S1P4 receptor antagonists, primary screen, cell-based | inhibition, % at 4.98 µM | S1P4-expressing cells, antagonist mode, reporter read-out | 220,000 compounds, 0.26% hits | Sphingosine 1-phosphate receptor 4 (Homo sapiens), O95977 | AID 1510, 2009; in the data active means inhibition above about 29%;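 further: 0% = wells stimulated with agonist and 100% = vehicle wells without agonist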
Target sequence (O95977 whole entry, looked up): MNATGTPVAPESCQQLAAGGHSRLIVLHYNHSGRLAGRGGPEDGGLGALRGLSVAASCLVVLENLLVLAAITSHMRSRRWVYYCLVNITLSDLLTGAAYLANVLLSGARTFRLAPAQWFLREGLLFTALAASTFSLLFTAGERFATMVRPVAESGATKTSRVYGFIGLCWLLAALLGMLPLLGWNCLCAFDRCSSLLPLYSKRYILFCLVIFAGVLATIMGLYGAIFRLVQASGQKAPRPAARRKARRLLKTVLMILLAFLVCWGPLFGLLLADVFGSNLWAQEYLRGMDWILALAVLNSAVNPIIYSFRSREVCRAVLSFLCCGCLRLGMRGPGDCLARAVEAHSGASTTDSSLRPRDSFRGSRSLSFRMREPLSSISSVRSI
S1P4 agonist: S1P4 receptor agonists, primary screen, cell-based; Sphingosine 1-phosphate receptor 4 (Homo sapiens), O95977; S1P4-expressing cell line, agonist reporter assay; activation, % at 4.98 µM; 220,000 compounds, 0.35% hits; AID 1509, 2009; in the data active means activation above about 11%;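 further: 0% = DMSO vehicle and 100% = reference agonist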
NPY-Y1 PAM-ag: NPY-Y1 receptor potentiators or agonists, primary screen, cell-based; Neuropeptide Y receptor type 1 (Homo sapiens), P25929; NPY-Y1 expressing cells, potentiator/agonist activation; activation, % at 3.6 µM; 220,000 compounds, 0.37% hits; in the data active means activation above about 33%, passing the limit was not always enough;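 further: cells stimulated with NPY at EC10 then isoproterenol at EC100; 0% = low agonist plus stimulus and 100% = saturating agonist plus stimulus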
NPY Y1 blocker: NPY-Y1 receptor antagonists, primary screen, cell-based | Neuropeptide Y receptor type 1 (Homo sapiens), P25929 | HEK293-CNG Y1 cells, membrane potential fluorescence; NPY at EC95, then isoproterenol | inhibition, % at 3.6 µM | 200,000 compounds, 1% hits;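 active means inhibition above the campaign mean inhibition of all tested compounds plus 3 SD, cut at about 20% in these data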;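 further: 0% = DMSO wells given NPY plus isoproterenol and 100% = isoproterenol alone without NPY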
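Material: HEK293 Y1/CNG channel cell line | Also added: NPY (25 nM), isoproterenol (1 µM), Ro 20-1724 (25 µM) | Compound: One concentration, 3.6 µM, in 0.4% DMSO | Schedule: 3 h dye uptake, 1 h room-temperature compound, 45 min post-isoproterenol | Signal: Membrane-potential fluorescent dye readout | Read-out: % inhibition of NPY effect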
NPY-Y2 PAM-ag: NPY-Y2 potentiators or agonists, primary screen, cell-based; 220,000 compounds, 0.45% hits; cells expressing NPY-Y2, potentiator/agonist read-out; Neuropeptide Y receptor type 2 (Homo sapiens), P49146; AID 1359, 2008; activation, % at 3.6 µM; in the data active means activation above about 27%;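 further: cells stimulated with NPY near EC25 plus isoproterenol at EC100; 0% = vehicle plus submaximal agonist and 100% = vehicle plus saturating agonist; some results beyond the cut were filed as inactive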
Ba/F3 V617F tox: reduced viability of JAK2V617F-dependent Ba/F3 cells, primary screen, JAK2V617F inhibitor project, cell-based, Ba/F3 EpoR-JAK2V617F, luminescence; AID 1446, 2008; 220,000 compounds, 1.1% hits; ATP luminescence; inhibition, % at 5.6 µM;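 active means inhibition above the campaign mean plus 3 SD over all tested compounds, cut at about 24% in these data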;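 further: cytokine-independent growth of Ba/F3 cells driven by EpoR plus mutant JAK2; 0% = DMSO-treated cells and 100% = JAK inhibitor I control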
CHOP inh: inhibitors of CHOP promoter induction, primary screen, cell-based, unfolded protein response, luciferase reporter | CHO-K1 CHOP-promoter luciferase, tunicamycin-induced, 15-18 h | inhibition, % at 10 µM | 220,000 compounds, 3.8% hits | AID 2732, 2010;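 active means compounds that reduced the stress-induced luciferase reporter signal by more than about 70% of percent inhibition, limit read from the data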;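 further: 0% = tunicamycin plus vehicle and 100% = wells without tunicamycin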
p47phox inh: p47phox/p22phox peptide binding inhibitors, primary screen, biochemical, uHTS, NADPH oxidase regulatory subunit; inhibition, % at 24.7 µM; fluorescence polarization, 2 h; Neutrophil cytosol factor 1 (Homo sapiens), P14598; 220,000 compounds, 0.53% hits; AID 1274, 2008;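 active means inhibition above about 30%, limit read from the data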;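 further: 0% = p47phox with labelled peptide and 100% = labelled peptide alone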
Target sequence (P14598 whole entry, looked up): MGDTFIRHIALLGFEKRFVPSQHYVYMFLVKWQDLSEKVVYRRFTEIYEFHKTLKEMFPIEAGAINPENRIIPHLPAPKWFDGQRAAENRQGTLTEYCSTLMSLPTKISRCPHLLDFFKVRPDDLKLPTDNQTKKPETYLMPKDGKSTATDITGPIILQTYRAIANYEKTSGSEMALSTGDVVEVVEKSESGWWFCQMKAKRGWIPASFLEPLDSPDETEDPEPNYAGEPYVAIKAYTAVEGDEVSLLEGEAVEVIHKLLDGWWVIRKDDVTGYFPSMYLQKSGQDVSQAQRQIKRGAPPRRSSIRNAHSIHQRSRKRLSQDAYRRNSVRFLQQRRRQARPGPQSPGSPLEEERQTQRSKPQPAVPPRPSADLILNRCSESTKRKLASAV
BaF3 parental: parental Ba/F3 cell viability inhibition, counter-screen for JAK2V617F inhibitor project, murine pro-B, CellTiter-Glo luminescence | AID 1486, 2009 | CellTiter-Glo ATP luminescence | inhibition, % at 5.6 µM | 220,000 compounds, 1.1% hits;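 active means inhibition above a per-campaign cutoff, the mean inhibition of all tested compounds plus 3 SD, cut at about 27% in these data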;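 further: 0% = DMSO wells and 100% = JAK Inhibitor I control wells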
Numbers without * were called inactive; · = not tested or not shown. Rows are unselected; 7.1% or so of the library scored in one or more.

SMILES	S1P4 antagonist	S1P4 agonist	NPY-Y1 PAM-ag	NPY Y1 blocker	NPY-Y2 PAM-ag	Ba/F3 V617F tox	CHOP inh	p47phox inh	BaF3 parental
O=C(NC1CC2CCC(C1)N2C(=O)NCc1ccccc1)NC12CC3CC(CC(C3)C1)C2 (stereo not given)	-13.0	0.7	2.0	0.1	-4.6	-0.2	23.6	-1.2	2.4
CC(C)CN(C(=O)c1nn(C)c(=O)c2ccccc12)c1nc2ccccc2s1	-11.3	1.2	-1.6	1.0	-0.5	3.9	60.8	3.8	9.6
COc1ccc(/C=C2\N=C(C)OC2=O)cc1[N+](=O)[O-]	-0.2	-0.1	-14.5	·	-16.1	2.2	-5.0	10.6	-0.1
Cc1ccc(C(=O)Nc2nnc(-c3cccs3)s2)cc1C	-7.0	-1.1	19.3	4.2	6.2	-2.6	48.9	-22.7	0.5
O=C(O)CCc1ccc(-c2ccc(F)cc2)n1CC1CCCO1 (stereo not given)	-28.2	0.4	12.6	1.1	-15.3	-1.7	11.2	-3.4	6.2
CCOc1cc(C(=S)N2CCOCC2)ccc1OS(=O)(=O)c1ccccc1	-9.0	-1.7	-18.0	3.0	10.0	-1.6	1.3	7.2	5.9
Cc1ccc(S(=O)(=O)N(C(=O)c2ccncc2)c2ccc(OC(=O)c3ccncc3)c3ccccc23)cc1	-6.4	0.4	13.0	2.9	12.3	-0.4	-26.6	-6.0	5.5
CCCCn1c(C(C)O)nc2ccccc21 (stereo not given)	-11.2	1.1	-10.8	-0.5	-8.3	4.5	23.8	-14.0	2.3
CC(=O)Nc1ccc(NC(=O)C2(C)CC2(Cl)Cl)cc1 (stereo not given)	-15.9	-0.7	11.9	4.2	-6.5	-1.7	14.8	-4.0	-0.6
Cc1ccc(S(=O)(=O)Nc2ccc(C(OC(=O)c3ccccc3[N+](=O)[O-])(C(F)(F)F)C(F)(F)F)cc2)cc1	0.6	-0.5	10.4	-11.0	28.4	1.4	75.9*	-15.6	7.1
Cc1onc(-c2ccccc2)c1C(=O)NCC(O)c1ccccc1 (stereo not given)	13.4	-1.6	-2.0	·	-2.6	-2.1	-9.4	-16.6	-0.6
COc1ccc(NC(=O)c2ccccc2F)cc1Cl	-21.0	3.5	4.8	9.6	-10.1	5.6	40.0	-10.0	9.4
O=S(=O)(Nc1nccs1)c1cc(Cl)ccc1Cl	6.5	0.0	13.9	2.3	3.8	-0.4	31.9	-14.1	4.3
Cc1ccc(N2C(=O)c3cccc4c(C(=O)O)ccc(c34)C2=O)cc1	-20.2	0.8	-5.6	-2.0	-3.4	1.3	-20.4	-3.9	6.9
CCSc1ccc(-c2ccc(C)cc2)nn1	-16.5	1.0	-13.7	2.4	10.2	3.8	-0.3	37.0*	7.1
Cc1sc2ncnc(Sc3nnnn3-c3ccc(Cl)cc3)c2c1C	8.3	0.6	-21.3	1.2	-22.0	4.6	45.0	-10.6	4.6
Cc1ccc(OCC(O)CNCc2ccccc2)cc1C (stereo not given)	0.8	-1.2	-2.6	·	-18.4	-2.5	-1.0	-2.7	2.4
COC(=O)COc1cccc(NS(=O)(=O)c2ccc(NC(C)=O)cc2)c1	-19.0	-1.6	-2.7	4.4	-11.6	-0.8	0.7	-8.9	0.7
O=C(NNC(=O)c1ccc([N+](=O)[O-])cc1)NC1CCCCC1	4.1	0.3	14.3	·	6.4	-3.6	8.6	-5.6	-6.1
O=C(Cc1cccc2ccccc12)N/N=C/c1ccc(OC(=O)/C=C/c2ccco2)cc1	-1.4	0.4	-0.6	-3.8	10.5	-2.6	43.9	-32.5	2.4
Cc1c(C2=CCN(S(=O)(=O)c3ccc(Cl)cc3)CC2)c2ccccc2n1C	-11.8	0.5	1.9	4.8	2.8	-3.9	7.2	-70.3	-2.2
Cc1ccc(S(=O)(=O)NCCC(=O)NCc2ccccc2)cc1	-15.2	0.8	1.5	1.1	-3.9	-3.7	1.3	-2.4	7.8
Cc1ccc(C(=O)C(OC(=O)c2cnccn2)c2ccccc2)cc1 (stereo not given)	-3.4	0.6	7.2	-5.0	12.6	-1.2	-1.3	4.8	7.3
CC(C)(C)c1nn(-c2ccccc2)c2[nH]c(=O)c(CNCc3ccco3)cc12	-5.8	0.6	46.7	-3.0	9.9	0.6	2.6	-3.5	1.3
O=C(COc1ccccc1Cl)N1CCN(c2ccc([N+](=O)[O-])c(N3CCOCC3)c2)CC1	8.2	-4.3	-6.9	-1.3	4.5	6.2	-2.4	-2.0	3.8
COc1ccc(NC(C)=O)cc1NC(=O)CN1CCN(c2ccccn2)CC1	-11.5	0.9	17.8	4.2	5.6	0.6	4.0	-9.0	5.2
CCCCNC(=O)c1cccc(C(=O)NCCCC)c1	-3.6	-1.2	-9.2	2.2	-3.4	3.6	14.5	-4.2	6.1

Filtered by structure: the entries above with a halogen (8)
SMILES	S1P4 antagonist	S1P4 agonist	NPY-Y1 PAM-ag	NPY Y1 blocker	NPY-Y2 PAM-ag	Ba/F3 V617F tox	CHOP inh	p47phox inh	BaF3 parental
O=C(O)CCc1ccc(-c2ccc(F)cc2)n1CC1CCCO1 (stereo not given)	-28.2	0.4	12.6	1.1	-15.3	-1.7	11.2	-3.4	6.2
CC(=O)Nc1ccc(NC(=O)C2(C)CC2(Cl)Cl)cc1 (stereo not given)	-15.9	-0.7	11.9	4.2	-6.5	-1.7	14.8	-4.0	-0.6
Cc1ccc(S(=O)(=O)Nc2ccc(C(OC(=O)c3ccccc3[N+](=O)[O-])(C(F)(F)F)C(F)(F)F)cc2)cc1	0.6	-0.5	10.4	-11.0	28.4	1.4	75.9*	-15.6	7.1
COc1ccc(NC(=O)c2ccccc2F)cc1Cl	-21.0	3.5	4.8	9.6	-10.1	5.6	40.0	-10.0	9.4
O=S(=O)(Nc1nccs1)c1cc(Cl)ccc1Cl	6.5	0.0	13.9	2.3	3.8	-0.4	31.9	-14.1	4.3
Cc1sc2ncnc(Sc3nnnn3-c3ccc(Cl)cc3)c2c1C	8.3	0.6	-21.3	1.2	-22.0	4.6	45.0	-10.6	4.6
Cc1c(C2=CCN(S(=O)(=O)c3ccc(Cl)cc3)CC2)c2ccccc2n1C	-11.8	0.5	1.9	4.8	2.8	-3.9	7.2	-70.3	-2.2
O=C(COc1ccccc1Cl)N1CCN(c2ccc([N+](=O)[O-])c(N3CCOCC3)c2)CC1	8.2	-4.3	-6.9	-1.3	4.5	6.2	-2.4	-2.0	3.8

From PubChem BioAssay
